Screening data as filed in PubChem.
12-LOX inh – inhibitors of human 12S-lipoxygenase ALOX12; 580,000 compounds, 1.1% hits; Potency, µM (series often up to 108 µM), for inactives: at the top dose activity change, negative = inhibition, hits mostly inhibitors; AID 1671190; purified 12hLO, xylenol orange hydroperoxide absorbance; note: % is set by controls: 0 for no effect and ±100 for the full control effect
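Purified human 12hLO at 150 nM in 25 mM Hepes, 0.01% Triton X-100, pH 7.0, preincubated 15 min at room temperature with compound. Reaction started with 40 uM arachidonic acid, 30 min at room temperature. Hydroperoxide measured by Fe-xylenol orange, 573/405 nm absorbance ratio.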
Vif-APOBEC3F blk – blocks the Vif interaction with APOBEC3F. HeLa A3F-eYFP + Vif (tagged APOBEC3F with the HIV-1 protein that degrades it), YFP fluorescence increase. Potency, µM (top dose mostly 46.1 µM), for inactives: top-dose activity, negative = active. 390,000 compounds, 0.2% hits. AID 602313; note: % of control where 0% means no effect; nearly all actives have a fitted effect of over 65% in size
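HeLa cells stably expressing A3F-eYFP plus Vif, plated and incubated overnight at 37 deg C, then exposed to compounds overnight at 37 deg C. Blocked degradation read as raised yellow fluorescence (Ex 488/Em 500-530).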
USP1 inh – inhibitors of human USP1/UAF1 deubiquitinase; AID 743255; Potency, µM (series often up to 57.1 µM), for inactives: at the top dose activity change, negative = inhibition, usual class: inhibitors; O94782; 390,000 compounds, 0.23% hits; recombinant USP1/UAF1, Ub-Rhodamine cleavage fluorescence; note: % is set by controls: 0 for no effect and ±100 for the full control effect; nearly all actives have a fitted effect of over 60% in size; inactives centre near -12
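In this screen, compounds sit with the deubiquitinase complex (1nM) for 15 min at room temperature before Ub-Rho is added at 150nM final. Fluorescence rise is then followed for 6 reads every 60 seconds.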
TrxR1 substrate – substrates of rat thioredoxin reductase 1 | purified TrxR1 substrate turnover, NADPH consumption readout | Potency, µM (titrated, usually from 114 µM), for inactives: at the highest dose activity change, negative = substrate turnover | 390,000 compounds, 0.01% hits; note: % is set by controls: 0 for no effect and ±100 for the full control effect; nearly all actives have a fitted effect of over 50% in size
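Rat TrxR1, dispensed at 90 nM, was prereduced with 400 uM NADPH (final) for 5 min at ~22 deg C, then incubated with compound 15 min before 400 uM selenite. A first-read NADPH fluorescence drop versus no-compound background flagged substrates.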
IDH1 R132H inh – blocks human mutant IDH1 R132H enzyme. Potency, µM (titrated, usually from 76.6 µM), for inactives: top-dose activity change, negative = inhibition, actives largely listed as inhibitors. O75874. 390,000 compounds, 0.093% hits. AID 602179. IDH1-R132H enzyme, NADPH consumption, diaphorase/resazurin fluorescence; note: % is set by controls: 0 for no effect and ±100 for the full control effect; nearly all actives have a fitted effect of over 65% in size
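IDH1-R132H (0.5 ug/mL) preincubated 30 min with compound, then NADPH (0.016 mM) and alpha-KG (2 mM) added; 80 min at RT, pH 7.5. Remaining NADPH coupled via diaphorase/resazurin to fluorescence (540/590 nm); concentration-response curves normalized to no-enzyme control.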
rTrxR1 inhibitor – inhibitors of rat thioredoxin reductase 1; Potency, µM (doses to about 114 µM), without a hit: at the highest dose activity change, negative = inhibition, most hits filed as inhibitors; recombinant rTrxR1, NADPH fluorescence consumption, selenite substrate; 390,000 compounds, 1% hits; AID 588453; O89049; note: % is set by controls: 0 for no effect and ±100 for the full control effect; nearly all actives have a fitted effect of over 65% in size
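Rat TrxR1 (90 nM in the dispensed reagent) was pre-reduced with 400 uM NADPH for 5 min at room temperature, then incubated with compound for 15 min. After 400 uM selenite was added, NADPH fluorescence (Ex 340/Em 450 nm) was followed for 8 min.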
Vif-A3G inh – Vif-A3G binding inhibition; Potency, µM (highest dose often 46.1 µM), without a hit: top-dose activity, negative = active, hits mostly inhibitors; HeLa A3G-eYFP + Vif (tagged APOBEC3G with the HIV-1 protein that degrades it), YFP fluorescence, overnight; AID 602310; 410,000 compounds, 0.076% hits;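 note: % is set by controls: 0 for no effect and ±100 for the full control effect; nearly all actives have a fitted effect of over 60% in size; hits raise eYFP signal because A3G escapes Vif-driven loss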
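Read-out is eYFP fluorescence (Ex 488/Em 500-530) from Vif-expressing HeLa A3G-eYFP cells; more signal means A3G escaped Vif-mediated degradation. Cells plated overnight, compound pinned in, incubated overnight at 37 deg C.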
RXFP1 agonist – agonists of human relaxin receptor RXFP1; Q9HBX9; 370,000 compounds, 0.3% hits; HEK293T-RXFP1 cAMP TR-FRET, 30 min; response scale: percent of porcine relaxin response, buffer zero; AID 2676; Potency, µM (doses to about 57.5 µM), without a hit: at the highest dose activation, most hits filed as activators; note: % is set by controls: 0 for no effect and ±100 for the full control effect; nearly all actives have a fitted effect of over 60% in size; many of its hits are not listed in these tables
Target sequence (Q9HBX9 whole entry, looked up): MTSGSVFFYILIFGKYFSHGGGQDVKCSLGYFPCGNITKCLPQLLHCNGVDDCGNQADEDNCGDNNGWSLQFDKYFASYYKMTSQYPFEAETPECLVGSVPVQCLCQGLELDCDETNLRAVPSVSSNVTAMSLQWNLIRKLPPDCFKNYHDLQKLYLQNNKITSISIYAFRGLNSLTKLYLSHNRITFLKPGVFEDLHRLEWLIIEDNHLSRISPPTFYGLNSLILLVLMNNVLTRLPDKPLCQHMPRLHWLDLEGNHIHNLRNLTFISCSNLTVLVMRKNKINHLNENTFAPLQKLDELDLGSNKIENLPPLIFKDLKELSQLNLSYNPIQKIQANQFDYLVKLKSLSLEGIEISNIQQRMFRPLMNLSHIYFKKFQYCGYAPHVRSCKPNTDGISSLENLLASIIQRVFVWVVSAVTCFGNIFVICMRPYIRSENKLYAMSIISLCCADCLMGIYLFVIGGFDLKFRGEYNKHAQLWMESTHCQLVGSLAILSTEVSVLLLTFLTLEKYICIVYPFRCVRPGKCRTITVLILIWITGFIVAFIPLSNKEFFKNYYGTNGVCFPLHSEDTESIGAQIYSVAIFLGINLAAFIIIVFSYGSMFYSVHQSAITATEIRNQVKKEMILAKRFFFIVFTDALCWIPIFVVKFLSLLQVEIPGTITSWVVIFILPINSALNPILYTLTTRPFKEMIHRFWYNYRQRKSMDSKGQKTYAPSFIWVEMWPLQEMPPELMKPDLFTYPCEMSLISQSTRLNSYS
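HEK293 cells stably expressing RXFP1, treated 30 min at 37C with compounds plus PDE4 inhibitor Ro 20174; cAMP measured by HTRF TR-FRET. Normalized to buffer and 29 nM porcine relaxin; EC50 by Hill fit.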
RGS4 inhibitor – blocks human RGS4-accelerated GTP hydrolysis; Potency, µM (titrated, usually from 114 µM), without a hit: top-dose activity change, negative = inhibition, usual class: inhibitors; P49798; 390,000 compounds, 0.039% hits; Transcreener GDP fluorescence polarization, RGS4-accelerated GTP hydrolysis; note: % is set by controls: 0 for no effect and ±100 for the full control effect; nearly all actives have a fitted effect of over 75% in size; some results filed as inactive show a strong effect at the top dose
Target sequence (P49798 whole entry, looked up): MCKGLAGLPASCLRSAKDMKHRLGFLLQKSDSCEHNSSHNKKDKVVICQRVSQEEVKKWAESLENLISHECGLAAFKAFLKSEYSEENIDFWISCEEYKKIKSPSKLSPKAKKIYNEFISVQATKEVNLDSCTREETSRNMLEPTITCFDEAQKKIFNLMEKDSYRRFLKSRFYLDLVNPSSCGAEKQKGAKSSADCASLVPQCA
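MLSMR compounds (23 nl, pin-transferred) preincubated 10 min at room temperature with a 500nM (2x) first reagent, then RGS4 at 900nM (2x) plus Transcreener GDP mix added; fluorescence polarization (620/688 nm) read before and after 90 min at 30 °C.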
The depositor's hits bear a star; i = inactive; ? = inconclusive; / = not tested or not shown; & = joins results of further samples; [ ] = another dose, or the depositor's remark. Calls come from the whole dose curve; as a rule, active = well fitted curve in the direction sought with a large enough effect; inconclusive = small, poorly fitted or top-dose-only effect, or another doubt; inactive = no such curve, though single readings can be large; an effect the other way counts as inactive or inconclusive. Potency is the fitted concentration of half-maximal effect. Not all compounds are listed. The share of hits here may be higher or lower than overall.

Below each compound: 12-LOX inh	Vif-APOBEC3F blk	USP1 inh	TrxR1 substrate	IDH1 R132H inh	rTrxR1 inhibitor	Vif-A3G inh	RXFP1 agonist	RGS4 inhibitor
> CCCn1c(/C=C/c2ccco2)nc2ccccc21
 : ?	?	-19.4%	13.7%	5.0%	50.1µM*	?	-0.5%	-36.4%
> COc1cccc(N2CCN(c3c(C#N)c(C(F)(F)F)nn3C)CC2)c1
 : 0.6%	/	-2.2%	-9.5%	3.3%	-7.5%	-3.9%	-1.6%	1.1%
> COc1cc(OC)c(OC)cc1/C=N/n1c(COc2ccccc2)n[nH]c1=S
 : ?	?	-7.8%	7.9%[57.1 µM]	3.1%	-3.9%[57.1 µM]	5.8%	7.8%	-25.8%
> CC(C)C(NC(=O)c1cccc(S(=O)(=O)N2CCOCC2)c1)C(=O)NCc1ccc(Cl)cc1 (stereo not given)
 : -6.1%	-7.2%	-13.8%	4.2%	9.7%	17.5%	0.7%	2.2%	-29.9%
> COC(=O)/C=C1\SC(=Nc2ccccc2)NC1=O
 : -3.1%	4.5%	-9.1%	-15.2%	0.0%	-31.9%	-6.2%	0.6%	-27.7%
> CS/C(=N\S(=O)(=O)c1ccc(N)cc1)NS(=O)(=O)c1cccs1
 : /	5.3%	-14.9%	-3.8%	-0.3%	-11.7%	0.0%	2.1%	-6.2%
> O=C(N/N=C1\CCc2ccccc21)c1ccncc1
 : -6.8%	2.6%	-3.6%	-0.6%	6.6%	10.9%	-2.2%	2.1%	-9.1%
> CC(CC(=O)O)CC(=O)Nc1cccc([N+](=O)[O-])c1 (stereo not given)
 : -0.3%	-11.5%	-23.1%	-5.7%[57.1 µM]	6.1%	-7.2%[57.1 µM]	0.4%	-2.1%	-47.9%
> CN(C)C(=O)c1cnc(-c2ccccc2)nc1-c1ccccc1
 : 1.8%	-7.1%	?	10.1%[57.1 µM]	4.8%	20.5%[57.1 µM]	4.1%	-19.5%	6.6%
> O=C(CNCc1ccc(Cl)cc1)NCc1ccco1
 : -27.2%	0.0%	-6.0%	-4.7%	12.5%	?	-3.0%	-0.1%	-3.8%[11.4 µM]
> CCOCCCn1c(SCC(=O)Nc2ccc(OC)cc2OC)nc2ccccc2c1=O
 : -14.9%	0.1%	?	-1.5%[57.1 µM]	-2.3%	6.9%[57.1 µM]	2.1%	-0.5%	11.8%
> O=C(OCC(=O)N1CCCC1)c1cc(=O)c2ccccc2o1
 : ?	-0.2%	-18.5%	1.2%	6.8%	11.1%	0.8%	/	-9.0%
> CCOc1ccccc1C1C2CCCCC2(O)CCN1C(=O)c1cccs1 (stereo not given)
 : -15.0%	2.8%	-5.8%	-1.7%	4.1%	7.8%	-0.5%	-1.2%	-35.7%
> O=C(CCN1CCCCC1)Nc1ccc(F)c(F)c1
 : 4.6%	-2.0%	-19.5%	/	1.8%	/	-0.7%	/	/
> COc1ccc(NC(=O)c2ccc(NC(=O)N3CCSc4ncccc43)cc2)cc1
 : -20.6%	-1.3%	2.6%	9.4%[57.1 µM]	-12.2%	11.9%[57.1 µM]	-1.4%	-1.1%	?
> Cc1ccccc1-c1nnn(CC(=O)N(C)CC(=O)Nc2ccccc2C(F)(F)F)n1
 : -0.9%	-0.2%	-19.0%	-6.0%	8.1%	-1.2%	0.1%	1.3%	-23.1%
> CCNC(=O)C1CCN(S(=O)(=O)c2ccc(F)cc2)CC1
 : 0.0%	-4.0%	-8.1%	-12.8%	2.9%	-3.2%	1.7%	0.2%	-48.0%[56.9 µM]
> COc1ccc2c(C)cc(SCC(=O)Nc3cc(C(N)=O)cc(C(N)=O)c3)nc2c1
 : 11.0%	0.3%	-22.5%	5.3%	1.4%	-12.2%	-3.3%	15.0%	?
> COc1cccc(CN(C)Cc2cc(=O)oc3cc(O)c(Cl)cc23)c1
 : -15.5%	7.8%	-5.1%	153.2%[activator]	5.5%	5.4%	0.2%	10.9%	-1.3%
> O=C(CN(C(=O)CCC(=O)Nc1nccs1)c1ccc2c(c1)OCO2)NCC1CCCO1 (stereo not given)
 : 0.0%	-1.2%	2.4%	7.0%[57.1 µM]	10.0%	13.8%[57.1 µM]	-0.8%	-0.1%	25.4%
> COCCCNC(=O)c1ccc(S(=O)(=O)c2ccc(C)cc2)c(NC(C)=O)c1
 : 0.4%	1.4%	-8.1%	-3.8%	-6.8%	11.8%	2.8%	1.6%	30.4%
> COc1ncccc1C(=O)N1CCCC(N2CCN(c3ccc(F)cc3)CC2)C1 (stereo not given)
 : -11.2%	1.3%	-0.6%	-11.6%	5.4%	-15.6%	0.8%	/	1.0%
> CCn1cnc2c(Nc3cc(F)cc(F)c3)nc(C#N)nc21
 : 5.7%	-1.3%	/	16.9%	/	41.1%[57.1 µM]	-0.4%	0.8%	6.8%
> Cc1ccc(Cn2c(CCNc3nc(-c4ccc(Cl)c([N+](=O)[O-])c4)cs3)nc3cc(C(=O)NCCCO)ccc32)cc1
 : -24.8%	4.9%	-13.0%	-5.3%	-4.1%	6.8%[57.1 µM]	-16.5%	/	-50.7%
> COc1ccccc1NC(=O)C1CCN(C(=O)NCc2ccccc2)CC1
 : -2.1%	0.5%	-10.3%	9.1%	0.0%	19.0%	0.1%	1.5%	-4.7%
> Cc1cc(C)c2[nH]c(=O)c(CN(Cc3ccc4c(c3)OCO4)Cc3nnnn3C3CCCC3)cc2c1
 : -12.8%	2.6%	-14.8%	13.9%	9.5%	19.2%	1.8%	-1.1%	11.6%
> NCC(O)COc1ccc2c(c1)OCO2 (stereo not given)
 : 9.9%	-12.0%	-12.5%	-6.3%[57.1 µM]	11.6%	-4.0%[57.1 µM]	0.9%	2.1%	16.5%
> Cc1ccccc1N=C1c2cc([N+](=O)[O-])ccc2-c2ncccc21
 : -7.8%	-4.8%	-1.6%	-10.5%	?	-13.3%	-5.8%	-0.1%	-22.1%
> COc1cc(C(=O)N/N=C(\C)c2ccc(NC(=O)Cc3ccccc3)cc2)ccc1O
 : 140.1%[activator]	-2.3%	-23.7%	-1.9%	20.0%	3.7%	-6.2%	-3.8%	-2.0%
> CCCOc1ccc(C(=O)OCC(=O)c2c(N)n(C)c(=O)n(C)c2=O)cc1OC
 : -3.1%	7.2%	-16.5%	-7.2%	2.0%	18.0%[57.1 µM]	0.9%	16.1%	-32.5%
> Cc1ncsc1CCC(=O)N1CCCC(C(=O)c2cccc(Cl)c2)C1 (stereo not given)
 : -5.3%	1.5%	-7.8%	0.0%	-3.8%	12.7%	0.8%	0.5%	2.0%
> C=CCn1c(C(C)NC(=O)COC)nc2ccccc21 (stereo not given)
 : 7.5%	-0.6%	-20.0%	9.0%[57.1 µM]	-3.0%	18.8%[57.1 µM]	0.1%	0.0%	-2.0%
> CCN(CC)C(=O)CN1C(=O)C2(NC(=O)c3ccccc3N2)c2ccccc21 (stereo not given)
 : i	-3.7%	-25.0%	46.3%[activator]	-0.9%	20.2%	-7.6%	0.1%	7.9%
> CN(C)C1=NCCN1CCc1ccccc1
 : ?	-0.1%	-15.8%	7.7%	10.3%	6.6%	2.2%	-0.9%	-20.8%
> Cc1nn(CC(=O)N2CCN(c3ccccc3)CC2)c(=O)c2cccn12
 : ?	1.0%&-2.9%	-6.1%&0.2%	2.8%[57.1 µM]	-2.9%&1.1%	8.0%[57.1 µM]	-4.6%&-2.4%	2.8%&21.3%	-5.6%&-3.9%
> CCc1cc(C(=O)c2ccc(Br)cc2)c(NC(=O)CN(CC)CC)s1
 : 25.7%	5.0%	-16.6%	-7.6%	6.5%	9.7%	-2.1%	-3.6%	-4.6%
> CCCCNC(=S)NNC(=O)c1sccc1C
 : 5.0%	0.6%	-5.9%	7.7%	7.6%	-4.3%	-3.9%	0.0%	-21.5%
> Cc1ccc(C)c(NC(=O)C2CCC(C)(C(=O)O)C2(C)C)c1 (stereo not given)
 : 0.0%	-4.5%	-10.7%	7.9%	-3.1%	25.1%	-3.1%	3.7%	-7.7%
> O=C(CSCc1nc2c(nnn2Cc2ccc(F)cc2)c(=O)[nH]1)Nc1c(Cl)cc(Cl)cc1Cl
 : -12.5%	-4.5%	-8.4%	-5.8%	-5.4%	-2.1%[57.1 µM]	-10.7%	-1.1%	-27.6%
> CCc1nnc(N/N=C/c2ccccc2Cl)n1N
 : 26.2%	-13.7%	-18.1%	1.2%	14.3%	26.6%	-4.8%	-1.5%	-52.9%
> CCCNC(=S)N1CCC(Cc2ccccc2)CC1
 : i	-0.1%	-2.3%	-5.6%	-5.7%	-10.4%	1.8%	-0.6%	7.4%

In the list so far, 2 have a CF3 group:
Below each compound: 12-LOX inh	Vif-APOBEC3F blk	USP1 inh	TrxR1 substrate	IDH1 R132H inh	rTrxR1 inhibitor	Vif-A3G inh	RXFP1 agonist	RGS4 inhibitor
> COc1cccc(N2CCN(c3c(C#N)c(C(F)(F)F)nn3C)CC2)c1
 : 0.6%	/	-2.2%	-9.5%	3.3%	-7.5%	-3.9%	-1.6%	1.1%
> Cc1ccccc1-c1nnn(CC(=O)N(C)CC(=O)Nc2ccccc2C(F)(F)F)n1
 : -0.9%	-0.2%	-19.0%	-6.0%	8.1%	-1.2%	0.1%	1.3%	-23.1%
